MPTP block: inhibitors of mitochondrial permeability transition pore | isolated mouse mitochondria, Ca2+ swelling absorbance, 30 min | inhibition, % at 10 µM | 1.4% of 360,000 active | AID 602449;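 active = inhibition of 50% or more, scaled per plate between neutral and stimulator controls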;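 note: 0% = DMSO wells given calcium and 100% = 1 mM EGTA wells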
SENP8 block: inhibitors of human SENP8 protease. 0.64% of 360,000 active. inhibition, % at 20 µM. recombinant SENP8, Nedd8 substrate fluorescence. Q96LD8; in the data active = inhibition mostly above about 40%, no sharp cut-off; inactive = mostly below about 27%
Target sequence (Q96LD8 whole entry, looked up): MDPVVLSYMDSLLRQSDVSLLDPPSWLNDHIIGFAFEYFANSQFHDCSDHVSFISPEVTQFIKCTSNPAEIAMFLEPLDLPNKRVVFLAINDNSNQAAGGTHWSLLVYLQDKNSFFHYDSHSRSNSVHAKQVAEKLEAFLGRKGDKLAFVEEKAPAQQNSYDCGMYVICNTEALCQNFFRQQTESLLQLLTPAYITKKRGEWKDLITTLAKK
HKDC1 inh: blocks human hexokinase HKDC1 activity. recombinant HKDC1, G6PDH/diaphorase resazurin coupled fluorescence. inhibition, % at 20 µM. 0.16% of 340,000 active. AID 493160;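 active = inhibition above about 35% when tested at 20 µM, limit read from the data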;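 note: plate controls were DMSO wells with enzyme for no effect and DMSO wells lacking enzyme for full effect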
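Test system: recombinant HKDC1 (HK5) hexokinase enzyme, produced in-house / Doses: 20 µM test compound, 1% DMSO / Timing: 90 min, room temperature / Detection: G6PDH/diaphorase-coupled fluorescence, 1 mM NADP, 100 µM resazurin, 525/613 nm / Control set: DMSO wells with and without enzyme mix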
NR3A LBD binder: modulators (binders) of human NR3A ligand-binding domain. NR3A LBD differential scanning fluorimetry, Tm shift; 0% = protein alone, 100% = glycine-bound protein. Tm shift relative to glycine control, % at 25 µM. 2.5% of 340,000 active;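 active = melting temperature shift of at least 10% of the positive control shift, at one fixed dose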
SENP6 block: SENP6 protease inhibition; Q9GZR1; Recombinant SENP6 catalytic domain, aminoluciferin luminescence; inhibition, % at 10 µM; 1.8% of 330,000 active; AID 2599;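 active = inhibition above about 50% at the single tested dose, limit read from the data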;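 note: plate controls were DMSO wells with enzyme for no effect and DMSO wells lacking enzyme for full effect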
ATG4B inh: inhibitors of human ATG4B cysteine protease; Q9Y4P1; ATG4B cleavage of LC3-PLA2, NBD-HPC fluorescence, 1 h; inhibition, % at 8.33 µM; 0.51% of 340,000 active; AID 504462; in the data active = inhibition above about 40%
Target sequence (Q9Y4P1 whole entry, looked up): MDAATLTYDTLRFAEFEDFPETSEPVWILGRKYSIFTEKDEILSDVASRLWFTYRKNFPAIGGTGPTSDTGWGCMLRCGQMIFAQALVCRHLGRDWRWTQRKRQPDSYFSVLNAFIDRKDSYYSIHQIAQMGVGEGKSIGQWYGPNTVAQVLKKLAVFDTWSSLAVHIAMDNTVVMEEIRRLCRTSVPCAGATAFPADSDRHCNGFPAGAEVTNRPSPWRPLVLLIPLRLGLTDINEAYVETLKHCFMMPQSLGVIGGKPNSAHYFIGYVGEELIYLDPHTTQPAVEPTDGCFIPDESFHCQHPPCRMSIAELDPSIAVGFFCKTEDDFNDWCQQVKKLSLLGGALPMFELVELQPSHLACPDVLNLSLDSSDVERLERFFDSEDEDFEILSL
PfGluPho inh: PfG6PD (Plasmodium falciparum) enzyme inhibition; AID 504690; inhibition, % at 20 µM; 0.78% of 350,000 active; PfGluPho enzyme, NADPH resazurin-diaphorase fluorescence;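 active = inhibition reaching at least a set limit at 20 µM in the primary screen, cut at about 59% in these data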;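 note: 0% = DMSO wells with substrate and 100% = DMSO wells lacking glucose-6-phosphate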
SENP7 inh: blocks the human protease SENP7; 1.5% of 330,000 active; AID 434973; recombinant SENP7, Z-RLRGG-aminoluciferin luminescence, 40 min; inhibition, % at 5 µM; Q9BQF6;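 active = inhibition above about 50% at the single test dose, limit read from the data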;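 note: plate controls were DMSO with enzyme for no effect and no enzyme buffer wells for full effect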
Target sequence (Q9BQF6 706-1050 limits assumed): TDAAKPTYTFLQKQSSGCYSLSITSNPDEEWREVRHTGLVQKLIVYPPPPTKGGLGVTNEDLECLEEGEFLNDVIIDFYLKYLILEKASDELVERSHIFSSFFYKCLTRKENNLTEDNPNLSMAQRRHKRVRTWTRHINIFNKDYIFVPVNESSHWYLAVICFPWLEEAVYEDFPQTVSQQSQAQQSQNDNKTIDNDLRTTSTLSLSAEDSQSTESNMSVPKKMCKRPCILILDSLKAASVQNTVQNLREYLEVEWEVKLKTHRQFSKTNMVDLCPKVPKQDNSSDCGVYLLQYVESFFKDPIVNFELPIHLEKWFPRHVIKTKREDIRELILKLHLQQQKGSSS
An asterisk follows results filed as active; i = inactive; nt = no result given.

SMILES	MPTP block	SENP8 block	HKDC1 inh	NR3A LBD binder	SENP6 block	ATG4B inh	PfGluPho inh	SENP7 inh
CC(=O)c1cnc(-c2ccccn2)s1	-2.6	-32	-6	1	-24	-5	20	-4
CCN=C1SC(CC(=O)NCCc2ccc(OC)cc2)C(=O)N1CC (stereo unspecified)	-1.0	34	-1	-2	-2	-3	2	-11
Cc1nn(C)c(C(=O)N2CCc3ccccc32)c1Br	0.4	14	15	-1	5	-3	-1	5
CC(=O)Nc1ccc(C(=O)N/C(=C/c2ccccc2)C(=O)N2CCCCC2)cc1	-0.7	2	3	1	8	-4	8	3
COc1ccc(CN2CCNC(=O)C2CC(=O)NCC2CCOCC2)cc1C (stereo unspecified)	0.6	-16	0	3	9	-9	-4	4
C/C(=C\c1ccccc1)CN1CCN(c2ccccc2F)CC1	1.5	7	16	4	-11	30	12	-11
COc1ccc(-c2ccc(SCC(=O)NC3CCCC3)nn2)cc1OC	-0.8	-10	10	7	-3	-15	-1	2
COc1ccc(NCc2nnc(SCc3ccccc3)n2-c2ccc(OC)cc2)cc1	4.4	16	0	-1	-3	-1	0	-4
O=C(NC(Cc1ccccc1)C(=O)O)c1ccc(S(=O)(=O)N2CCCCC2)cc1 (stereo unspecified)	1.6	11	-6	1	0	-8	-4	5
C=CCn1c(=NC(=O)c2ccc(S(=O)(=O)N3CCCc4ccccc43)cc2)sc2cc(S(N)(=O)=O)ccc21	0.3	-98	-3	13*	15	-22	19	4
CC1(C)Cc2c(c(N3CCCC3)nc3sc4c(N5CCNCC5)ncnc4c23)CO1	nt	nt	11	-2	-8	-4	16	-2
CC(C)(CO)NS(=O)(=O)c1ccc2c(c1)C(=O)c1cc(S(=O)(=O)NC(C)(C)CO)ccc1-2	1.3	22	1	-2	-20	-8	-11	-5
O=C1c2ccccc2C(=O)N1CN(C(=O)COc1ccccc1)c1ccc(F)cc1	3.2	5	-7	-3	-11	2	0	-8
CCSc1nnc(NC(=O)C2CC(=O)N(Cc3ccc(C)cc3)C2)s1 (stereo unspecified)	0.8	1	-1	-4	24	-4	-6	3
CC(=O)c1ccc(NC(=O)CSc2nnc(Cn3c(=O)sc4ccccc43)n2C)cc1	-1.3	17	-7	-1	-6	0	17	0
CCNS(=O)(=O)c1ccc(NC(=O)Nc2ccc3c(c2)OCO3)cc1	0.1	6	0	25*	-14	-9	14	-7
COc1ccc(-c2oc3ccc(-c4ccc(OC)nc4)cc3c2C#CC2(O)CCCCC2)cc1	0.2	i	7	-6	-14	0	9	4
CC(C)CC(=O)NC1(C(F)(F)F)C(=O)N(Cc2ccccc2)C2=C1C(=O)CC(C)(C)C2 (stereo unspecified)	2.0	10	-6	2	-8	-7	-7	4
Cc1csc(=NC(=O)c2ccccc2)n1C	1.6	-39	0	0	28	-8	8	20
Fc1ccc(N2CCN(C(=S)NCC3CCCO3)CC2)cc1 (stereo unspecified)	-1.4	10	-8	-3	0	-15	9	3
O=P(C1=C(N2CCOCC2)/C(=C\c2ccccc2)CC1)(N1CCOCC1)N1CCOCC1	0.1	-44	-3	-1	-5	-6	1	-5
O=C1C(Cl)=C(NCCc2ccccc2)C(=O)N1CCc1ccccc1	-1.7	-77	-4	-10	4	23	7	11
O=C(NNC(=O)c1ccc2ccccc2c1O)NC1CCCCC1	0.8	-484	12	-1	-76	3	-57	16
C[C@H](CO)N1C[C@H](C)[C@@H](CN(C)S(=O)(=O)c2ccccc2)Oc2ccc(NC(=O)c3ccncc3)cc2C1=O	-0.1	7	-3	-1	11	-1	-2	0
Cn1c(=O)[nH]c(=O)c2c1nc(NCCCn1ccnc1)n2Cc1ccc(F)cc1	-1.0	25	-6	3	5	1	-8	3

3 entries from above, sorted by length of the SMILES, ascending:
SMILES	MPTP block	SENP8 block	HKDC1 inh	NR3A LBD binder	SENP6 block	ATG4B inh	PfGluPho inh	SENP7 inh
Fc1ccc(N2CCN(C(=S)NCC3CCCO3)CC2)cc1 (stereo unspecified)	-1.4	10	-8	-3	0	-15	9	3
COc1ccc(NCc2nnc(SCc3ccccc3)n2-c2ccc(OC)cc2)cc1	4.4	16	0	-1	-3	-1	0	-4
CC(C)(CO)NS(=O)(=O)c1ccc2c(c1)C(=O)c1cc(S(=O)(=O)NC(C)(C)CO)ccc1-2	1.3	22	1	-2	-20	-8	-11	-5

Nothing new here: four of the compounds above.
SMILES	MPTP block	SENP8 block	HKDC1 inh	NR3A LBD binder	SENP6 block	ATG4B inh	PfGluPho inh	SENP7 inh
CC(=O)c1cnc(-c2ccccn2)s1	-2.6	-32	-6	1	-24	-5	20	-4
CCN=C1SC(CC(=O)NCCc2ccc(OC)cc2)C(=O)N1CC (stereo unspecified)	-1.0	34	-1	-2	-2	-3	2	-11
Cc1nn(C)c(C(=O)N2CCc3ccccc32)c1Br	0.4	14	15	-1	5	-3	-1	5
CC(=O)Nc1ccc(C(=O)N/C(=C/c2ccccc2)C(=O)N2CCCCC2)cc1	-0.7	2	3	1	8	-4	8	3

Returning to the listing, starting two compounds before the break.
SMILES	MPTP block	SENP8 block	HKDC1 inh	NR3A LBD binder	SENP6 block	ATG4B inh	PfGluPho inh	SENP7 inh
C[C@H](CO)N1C[C@H](C)[C@@H](CN(C)S(=O)(=O)c2ccccc2)Oc2ccc(NC(=O)c3ccncc3)cc2C1=O	-0.1	7	-3	-1	11	-1	-2	0
Cn1c(=O)[nH]c(=O)c2c1nc(NCCCn1ccnc1)n2Cc1ccc(F)cc1	-1.0	25	-6	3	5	1	-8	3
O=C(c1ccsc1)N1CCCC(N2CCN(c3cccc(C(F)(F)F)c3)CC2)C1 (stereo unspecified)	2.3	0	-2	3	-17	-8	11	-8
O=C(NCc1cccs1)C1CCN(S(=O)(=O)c2cccs2)CC1	1.1	6	6	-2	-9	14	4	8
CC(C)(C)[C@H]1C=C(C(=O)Nc2ccccc2)O[C@@H](OCCCCO)C1	-1.9	4	-5	-1	-15	-20	16	1
O=C(NCc1ccccc1F)C1CCN(C(=O)Nc2ccc(F)cc2)CC1	1.2	7	-6	-3	-13	0	-6	0
O=C(CNC(=O)c1ccc(Cl)cc1Cl)OCc1ccccc1	-0.8	5	0	0	8	-6	9	-3
Cc1ccc(C(=O)N(Nc2nc3ccccc3s2)C(=O)c2ccc(C)cc2)cc1	3.4	8	-11	-8	-5	-10	-1	4
C=CC(=O)NCc1ccc(-c2csnn2)cc1	0.3	6	-2	5	6	1	-2	2
COC(=O)c1ccc(COc2ccc(C=O)cc2OC)o1	-1.1	5	-8	-2	5	-6	-3	2
Cc1cccc(OC(=O)c2sc3ncn(C)c(=O)c3c2C)c1	-1.1	6	-6	-5	53*	-4	-9	18
CNCC(=O)Nc1ccc(OC(F)(F)F)cc1	2.5	10	3	0	-4	-6	-13	-5
CC(=O)c1ccc(S(=O)(=O)N2CCN(C(=O)c3ccc(COc4ccccc4)o3)CC2)cc1	-1.1	16	-1	1	-4	-11	10	-3
CCOc1ccc(NC(=O)NCc2cccn2C)cc1	0.2	22	-10	-5	26	4	6	31
CCOC(=O)N1CCN(S(=O)(=O)c2cccc3nsnc23)CC1	0.3	2	-5	0	-6	-10	-7	4
COc1ccc(Cl)cc1C(=O)OCC(=O)N(C)CC(=O)Nc1ccc(F)cc1	0.6	4	2	2	-25	-4	-12	-2
COc1ccccc1N(Cc1ccccc1)S(=O)(=O)c1cccc(C(=O)NC2CC(C)(C)NC(C)(C)C2)c1	84*	4	-4	0	0	7	10	-6
CCN(CC)S(=O)(=O)c1ccc2c(c1)nc(SCC(=O)N1CCOCC1)n2-c1ccccc1OC	1.0	21	6	-2	22	-21	2	-6
O=C(NCCOc1ccc(Cl)cc1)c1ccc2ccccc2n1	-2.1	6	5	-20	-5	-9	4	2
CCCCOn1c(C)c(C(=O)OCC)c2c3nonc3ccc21	8.2	-271	0	1	8	-5	3	1
Cc1nn(C)c(C)c1NC(=O)CSc1nc(-c2ccccc2Cl)nc2c1cnn2-c1ccccc1	-2.4	-174	0	-2	-4	-3	6	4
C=CCn1c(C)cc(-c2csc(NC)n2)c1C	8.5	14	2	-2	nt	4	29	nt
Cc1ccccc1NC(=S)N(CCN1CCCCCC1)Cc1cccs1	11	23	-10	-3	7	-16	23	-2
Cc1cccc(-n2c(SCC(=O)O)nc3sc4c(c3c2=O)CCC4)c1	-0.8	10	-1	-2	0	1	5	-2
COc1cccc(NS(=O)(=O)c2ccc(-n3cccn3)cc2)c1	0.0	10	-4	-14	14	-10	-2	-2
CCc1ccc(-c2cc(C)no2)cc1S(=O)(=O)N1CCN(c2ccccc2F)CC1	-0.2	5	-4	4	-13	1	13	-2
COc1cccc(NC(=O)CN2C(=O)NC(c3ccccc3)(c3ccccc3)C2=O)c1	3.2	3	-3	-9	9	-15	7	2

Later entries:
SMILES	MPTP block	SENP8 block	HKDC1 inh	NR3A LBD binder	SENP6 block	ATG4B inh	PfGluPho inh	SENP7 inh
O=C(CSc1n[nH]c(=O)n1-c1ccccc1)Nc1ccccc1	2.0	28	-3	1	-24	-7	-9	3
Cc1cc2nc(NCCCO)n(CC(=O)c3cc(C(C)(C)C)c(O)c(C(C)(C)C)c3)c2cc1C	38	14	5	-6	-7	-1	27	2
N/C(=N\OC(=O)c1cccc(Cn2cc(C(F)(F)F)ccc2=O)c1)c1ccc(Cl)cc1	3.0	9	1	-6	-15	-11	8	-13
COc1ccc(S(=O)(=O)N(C)C)cc1NC(=O)COC(=O)CC1CCCC1	0.1	3	-7	0	-8	-10	-5	-5
CCOC(=O)c1oc2cc(O)ccc2c(=O)c1-c1ccc(OC)cc1	1.7	-45	-7	2	-21	-10	-19	-6
O=C(Nc1nnc(C(F)(F)F)s1)c1ccc(Br)s1	78*	-28	2	0	53*	10	85*	62*
COc1ccc(CNC(=O)c2noc(C(C)C)c2[N+](=O)[O-])cc1	-1.1	22	-9	-3	15	3	-13	1
CC1(C)CC(=O)C(C=NCCN2CCN(C(=S)NC3CCCCC3)CC2)=C(O)C1	-0.8	6	-10	-5	-9	3	-7	7
Cc1cc(NC(=O)Nc2ccc(Cl)cc2)n(-c2ccccc2)n1	71*	16	0	4	-19	-6	9	1
CC(C)N1C(=O)CSC1c1ccc(Br)cc1 (stereo unspecified)	1.4	15	-9	2	-3	-6	0	-2
Cc1ccc2nc(-c3cccc(NC(=O)c4ccc5c(c4)OCCO5)c3)oc2c1	4.5	-30	-6	1	1	8	-14	0

High-throughput results as filed in PubChem.
